Source: PubChem
LMP1 NFkB inh = Epstein-Barr LMP1 NF-kappaB reporter inhibition; LMP1-induced NF-kappaB luciferase reporter cells, luminescence; inhibition, % at 12.5 µM; 350,000 tested, 0.69% active; AID 504558; in the data active = inhibition above about 41%;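 also: 0% = neutral control wells and 100% = reference inhibitor control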
C8 TRAIL sens = sensitizes caspase-8 expressing cells to TRAIL; inhibition (viability loss, TRAIL sensitization), % at 10 µM; AID 624354; NB7+C8 cells + TRAIL, ATPlite viability luminescence; 360,000 tested, 1% active;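 active = compounds causing at least 50% loss of cell viability in the single-dose screen, relative to plate controls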
SRC3 inh = inhibitors of human steroid receptor coactivator 3 (SRC3); Q9Y6Q9; HEK293 GAL4-SRC3 luciferase reporter, luminescence; inhibition, % at 3.6 µM; 360,000 tested, 0.17% active; AID 588352;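 active = inhibition above a per-campaign cutoff, the mean of all compounds plus 3 SD, cut at about 60% in these data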;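 also: 0% = DMSO-treated cells and 100% = gossypol-treated cells at 36 µM; higher means less SRC3-driven luciferase light from the GAL4 reporter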
TWEAK-Fn14 inh = inhibitors of TWEAK-Fn14 interaction signaling. TWEAK-stimulated Fn14 reporter cells, luciferase luminescence, 8 h. inhibition, % at 10 µM. 360,000 tested, 2% active. AID 1159606; in the data active = inhibition above about 50%
LRH-1 inv ag = NR5A2 inverse agonism in reporter assay; 360,000 tested, 0.13% active; inhibition, % at 3.6 µM; AID 602396; O00482; HEK293T StAR-luciferase reporter, LRH-1 transfected, 24 h;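 active = inhibition above the mean inhibition of all tested compounds plus 3 SD, cut at about 73% in these data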;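 also: 0% = DMSO wells and 100% = reporter-only cells lacking LRH-1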
Target sequence (O00482 whole entry, looked up): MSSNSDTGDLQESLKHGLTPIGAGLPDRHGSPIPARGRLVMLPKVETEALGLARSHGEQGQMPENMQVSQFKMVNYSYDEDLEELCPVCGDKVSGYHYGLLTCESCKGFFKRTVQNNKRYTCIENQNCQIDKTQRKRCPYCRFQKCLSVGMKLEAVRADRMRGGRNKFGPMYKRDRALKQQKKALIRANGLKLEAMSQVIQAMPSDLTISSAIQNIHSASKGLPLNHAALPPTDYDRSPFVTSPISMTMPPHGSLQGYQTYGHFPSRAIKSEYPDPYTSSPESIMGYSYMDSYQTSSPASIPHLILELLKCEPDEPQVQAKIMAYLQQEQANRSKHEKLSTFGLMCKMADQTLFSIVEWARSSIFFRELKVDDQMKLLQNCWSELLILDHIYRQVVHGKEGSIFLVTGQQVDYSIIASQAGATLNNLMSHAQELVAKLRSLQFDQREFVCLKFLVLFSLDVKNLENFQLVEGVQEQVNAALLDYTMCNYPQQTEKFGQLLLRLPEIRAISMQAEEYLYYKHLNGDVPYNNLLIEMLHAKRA
NCOA1 inh = inhibits human SRC1 coactivator. Q15788. inhibition, % at 3.6 µM. AID 588354. 360,000 tested, 0.12% active. HEK293 GAL4-SRC1 luciferase reporter, luminescence;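 active = inhibition above the campaign mean plus 3 SD, with each screening campaign given its own cutoff, cut at about 60% in these data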;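 also: 0% = DMSO treated cells and 100% = gossypol at 36 µM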
CF NFkB inh = cystic fibrosis NF-kB activation inhibition | KKLEB NF-kB-GFP reporter, PAF-induced, GFP fluorescence overnight | inhibition, % at 5 µM | 360,000 tested, 0.86% active | AID 588850;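 active = at least 50% inhibition at 5 µM, scaled per plate between neutral and stimulator controls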;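 also: PAF is a Pseudomonas aeruginosa culture filtrate used as stimulus; plate controls were PAF-stimulated DMSO wells for no effect and unstimulated DMSO wells for full effect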
Shn3 inh set2 = inhibitors of Schnurri-3 3'UTR reporter in osteoblasts. Clone20 osteoblast Shn3 3'UTR firefly luciferase, 24 h. inhibition, % at 12.5 µM. 360,000 tested, 0.52% active. AID 588674;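 active = mean inhibition of at least 75% with every replicate also reaching 75%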;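 also: 0% = median of neutral control wells and 100% = pilot-screen positive control compound; some compounds past the cut are filed as inactive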
NR2F2 inh = NR2F2 (human) inhibition, primary screen; P24468; HEK293T NGFI-A luciferase reporter, luminescence; inhibition, % at 8.6 µM; 370,000 tested, 0.7% active; AID 686940;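 active = inhibition above a per-plate cutoff, mean inhibition of test wells between control levels plus 3 SD, cut at about 38% in these data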;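 also: cells cotransfected with COUP-TFII expression vector driving the NGFI-A reporter; 0% = median of COUP-TF2 test wells and 100% = reporter-only cells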
Target sequence (P24468 whole entry, looked up): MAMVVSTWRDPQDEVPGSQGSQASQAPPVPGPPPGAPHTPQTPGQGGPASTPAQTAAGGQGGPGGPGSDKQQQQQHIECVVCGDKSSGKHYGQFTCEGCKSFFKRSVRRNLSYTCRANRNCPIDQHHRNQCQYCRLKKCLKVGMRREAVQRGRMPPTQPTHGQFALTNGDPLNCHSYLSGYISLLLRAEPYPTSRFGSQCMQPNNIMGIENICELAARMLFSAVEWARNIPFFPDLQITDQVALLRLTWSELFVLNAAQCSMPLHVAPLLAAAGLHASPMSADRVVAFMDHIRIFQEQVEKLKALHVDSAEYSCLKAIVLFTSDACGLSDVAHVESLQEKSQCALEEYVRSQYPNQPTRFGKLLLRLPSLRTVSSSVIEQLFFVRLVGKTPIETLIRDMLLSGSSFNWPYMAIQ
TROY signal inh = inhibitors of TROY-dependent NF-kB signaling. AID 1347056. 360,000 tested, 0.98% active. Q293 LMP1-TROYcd NF-kB luciferase reporter, 4 h. inhibition, % at 10 µM;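 active = compounds whose plate-normalised and pattern-corrected inhibition of the luciferase reporter signal at the single screening dose is 50% or more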
KKLEB tox = reduces viability of KKLEB cystic fibrosis airway cells; KKLEB CF airway cells viability, ATPlite luminescence, overnight; stronger effect = lower value; cells stimulated with P. aeruginosa culture filtrate; activity change (cytotoxicity), % at 5 µM; 360,000 tested, 0.36% active;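 active = corrected activity change at or below -50% at 5 µM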
The depositor's hits bear a star; / = not tested or not shown.

The first 2 entries (preview)
SMILES	LMP1 NFkB inh	C8 TRAIL sens	SRC3 inh	TWEAK-Fn14 inh	LRH-1 inv ag	NCOA1 inh	CF NFkB inh	Shn3 inh set2	NR2F2 inh	TROY signal inh	KKLEB tox
C/C(=N\NC(=O)c1cccc(S(=O)(=O)N2CCOCC2)c1)c1ccc(O)cc1	-4.1	-15.7	4.7	-10.3	-8.4	-1.0	1.5	-35.2	0.5	-0.3	3.0
COc1ccc(C(=O)C2CCCN(C(=O)c3cccc(N4CCCC4=O)c3)C2)cc1OC (stereo not given)	-3.1	0.5	11.2	6.2	0.8	8.0	-4.4	10.4	-9.3	-12.0	4.8

This part in full, from the first entry:
SMILES	LMP1 NFkB inh	C8 TRAIL sens	SRC3 inh	TWEAK-Fn14 inh	LRH-1 inv ag	NCOA1 inh	CF NFkB inh	Shn3 inh set2	NR2F2 inh	TROY signal inh	KKLEB tox
C/C(=N\NC(=O)c1cccc(S(=O)(=O)N2CCOCC2)c1)c1ccc(O)cc1	-4.1	-15.7	4.7	-10.3	-8.4	-1.0	1.5	-35.2	0.5	-0.3	3.0
COc1ccc(C(=O)C2CCCN(C(=O)c3cccc(N4CCCC4=O)c3)C2)cc1OC (stereo not given)	-3.1	0.5	11.2	6.2	0.8	8.0	-4.4	10.4	-9.3	-12.0	4.8
Cc1cc(C=O)c(C)n1-c1ccc(Cl)c(C(=O)O)c1	-2.7	-10.0	-21.8	-11.4	-12.2	8.7	-8.4	-9.9	24.6	-7.3	1.7
O=C(c1ccc2ccccc2c1)N1CCN(Cc2ccccc2)CC1	-3.8	4.3	-31.7	-15.0	-66.5	-48.3	19.0	-26.9	-16.3	-20.6	-3.3
Cc1cc(C)n(C(=O)COc2ccc([N+](=O)[O-])cc2)n1	-6.1	-5.9	-25.2	-1.1	18.5	-2.1	5.7	-15.4	-16.5	8.4	-0.8
CC(=O)Nc1ccc(NC(=O)c2ccccc2Br)cc1	/	3.1	-0.7	-9.2	-15.0	-1.5	0.9	-6.6	-12.8	-19.7	-1.5
CCSc1nnc(NC(=O)c2csc3c2CCC(C)C3)s1 (stereo not given)	-8.3	-10.9	-21.9	-19.8	6.8	-6.4	8.0	-18.1	-29.7	-25.9	6.3
Oc1ccc(/C=N/Nc2nc(N3CCCCCC3)nc(N3CCCCCC3)n2)c(O)c1	-7.2	-3.8	9.7	28.8	-15.3	11.0	-16.7	12.0	4.2	1.0	21.9
CC(NC(=O)c1ccc(-c2ccccc2)cc1)C(c1ccccc1)N1CCOCC1 (stereo not given)	-4.6	-9.3	-10.7	-11.6	-24.4	-5.0	-2.2	-13.1	5.4	-6.9	5.1
COc1ccc(CCNC(=O)CCc2nc3ccccc3[nH]2)cc1OC	2.9	-1.6	-0.7	5.6	12.3	10.0	-33.3	-14.5	0.3	-0.3	-8.6
O=C(COC(=O)c1ccccn1)NCCCc1ccccc1	1.3	-4.9	1.3	17.1	2.0	-2.9	-19.8	-6.3	-8.4	2.6	-9.4
Cc1cc(NC(=O)c2ccc3sc([C@@H]4O[C@H](CO)[C@H](O)[C@H](O)[C@H]4O)nc3c2)no1	/	3.3	-4.4	-2.9	12.8	2.5	23.5	-3.3	-20.8	2.1	6.8
CCOc1ccc(S(=O)(=O)N2CCOCC2)cc1NC(=O)CCN1C(=O)NC2(CCCC2)C1=O	2.1	-23.7	3.9	14.5	-24.4	2.0	-4.2	-16.8	-7.6	6.6	-0.2
CC(=O)NCC(=O)N(C)C(C(=O)Nc1ccc(C(C)C)cc1)c1ccccc1 (stereo not given)	3.1	5.1	18.2	-4.8	-12.6	15.6	-11.9	-24.8	-2.0	4.9	-7.1
CCc1cccc2c(C(=O)CCl)c[nH]c12	-0.6	15.1	-15.5	5.1	3.8	-21.0	17.0	-11.0	4.7	-1.4	2.4
Cc1cc(C(O)c2ncc(-c3cccc(F)c3)[nH]2)ccc1F (stereo not given)	/	-0.9	-10.2	18.0	-6.2	-4.4	-15.2	18.2	-21.1	1.3	0.8
Cc1ccc(NC(=O)NC(=O)CSc2n[nH]c(N)n2)c(C)c1	-6.6	-3.0	2.6	-12.2	-19.8	-8.7	-11.5	-13.0	-16.8	4.8	13.2
CCCNC(=O)COC(=O)c1ccc(N2CCCC2)c([N+](=O)[O-])c1	-1.4	-3.3	20.7	2.4	0.3	9.2	7.1	7.9	-4.5	-14.7	9.7
COc1ccc(C(=O)N/N=C/c2sc3ccccc3c2O)cc1	4.7	47.8	11.7	41.6	6.8	8.3	9.8	54.1	/	44.9	-8.5
CCOC(=O)C1=C(CNCc2ccccc2Cl)NC(=O)NC1c1ccc2c(c1)OCO2 (stereo not given)	-8.6	8.4	0.6	79.8*	-7.2	21.4	3.8	18.7	13.3	/	-1.9
CCCN(CC(=O)Nc1ccccc1Br)CC(=O)Nc1ccc(F)c(F)c1F	-26.6	-5.5	-4.8	25.9	-1.1	11.9	9.1	-44.1	4.4	37.6	-6.7
Cc1ccc(N(Cc2cc3ccc(C)cc3[nH]c2=O)C(=O)c2ccco2)cc1	5.5	-1.7	16.7	8.8	-7.9	-47.7	-11.4	-36.9	-8.0	-0.6	11.5
CC(C)c1ccc(C(CC(=O)O)N2Cc3ccccc3C2=O)cc1 (stereo not given)	-13.0	-7.9	-0.8	17.4	13.7	-6.9	5.4	13.2	-5.3	11.6	7.5
N/C(=N\NC(=O)c1sccc1OCc1ccc(Cl)cc1Cl)c1ccccn1	-15.4	16.3	23.4	-47.3	15.7	7.5	11.1	63.6	4.3	-4.2	3.6
CC(=O)Nc1cccc(NC(=O)COc2nncc3ccccc23)c1	2.3	11.6	23.4	2.7	4.7	-14.6	1.7	7.8	-9.1	2.3	-8.2

More results:
SMILES	LMP1 NFkB inh	C8 TRAIL sens	SRC3 inh	TWEAK-Fn14 inh	LRH-1 inv ag	NCOA1 inh	CF NFkB inh	Shn3 inh set2	NR2F2 inh	TROY signal inh	KKLEB tox
CCCCN(C)S(=O)(=O)c1ccc(C(=O)N(CCN(C)C)c2nc3ccc(C)cc3s2)cc1	-1.8	-1.6	-14.4	-6.8	-35.6	-35.4	17.6	-45.6	4.2	-25.6	-14.0
CCOc1ccc(C2c3cc(OC)c(OC)cc3CC(=O)N2c2ccc(OC)cc2)cc1 (stereo not given)	9.1	2.9	14.5	1.0	-10.1	17.8	1.4	2.1	1.5	13.8	5.2
O=c1cc(-c2ccccc2)[nH][nH]1	1.5	-21.6	10.3	7.1	6.1	15.5	-3.7	28.5	16.4	-2.8	-1.3
COc1ccccc1OCCNC(=O)c1ccccc1OCc1c(C)noc1C	-1.5	23.9	6.3	-22.7	-16.6	-7.3	2.4	-13.8	0.8	3.5	5.0
COc1ccc2ccc(=O)oc2c1CC=C(C)C	-13.7	-22.4	4.8	3.9	0.0	-15.1	11.6	9.9	3.5	10.9	-17.9
O=c1cc(O)nc(SC23CC4CC(CC(C4)C2)C3)[nH]1	-15.3	9.1	-18.2	-3.4	16.0	1.9	2.5	8.9	4.8	-6.4	5.2
Cc1ccc(-c2nnc(NC(=O)CCS(=O)(=O)c3ccc(F)cc3)o2)c(C)c1	-9.4	16.0	10.8	-14.9	-6.0	-10.0	8.2	-39.8	6.2	2.4	-13.7
C/C=C(\C)C(=O)NCCN1C2=NC[C@H](Cc3ccc(O)cc3)N2C[C@@H]1Cc1ccc(OC)cc1	0.1	-3.2	2.1	-15.0	-20.8	2.1	-2.5	-27.8	2.7	-24.6	-7.8
COc1ccc(-c2csc3nc(-c4cccnc4)nc(Cl)c23)cc1OC	6.9	11.8	21.4	53.1*	-15.0	3.5	-2.1	9.6	-7.0	35.6	-8.7
COc1ccc(N(CC(=O)N2CCN(c3cccc(C)c3C)CC2)S(=O)(=O)c2c(C)noc2C)cc1	13.4	22.2	20.0	7.8	-1.4	11.0	-12.9	8.0	14.0	9.8	-3.8
CC(C)CC(=O)O/N=C1\C(=O)N(c2ccccc2)c2ccccc21	-25.6	1.6	19.3	-13.7	16.0	-9.3	6.6	-37.6	3.0	9.7	10.8
Cc1ccc(CNC(=O)c2nnn(CC(=O)Nc3cccc(C)c3C)c2N)cc1	-2.8	-19.9	-13.4	-31.8	8.7	2.2	-18.3	5.2	4.5	1.9	-3.6
CCC(=O)OCC(=O)N=c1sccn1Cc1ccc(C)cc1	1.1	4.4	17.6	5.8	7.5	-6.4	3.2	1.5	22.5	-19.0	7.2
Fc1cccc(Cc2noc(CN3CCOCC3)n2)c1	-7.6	0.1	8.5	15.9	-7.7	12.6	-6.9	-0.5	-23.0	13.0	-2.2
CC(=O)n1cc([C@H]2C=C(C(=O)N3CCN(Cc4ccc5c(c4)OCO5)CC3)O[C@@H](OCc3ccc(CO)cc3)C2)c2ccccc21	10.8	15.5	-13.4	37.5	-4.5	-31.2	12.7	2.6	18.1	-5.8	3.2
CC[C@]12c3[nH]c4cc(CCC(=O)N(C)C)ccc4c3CCN1C(=O)[C@@H](CC(=O)NC(C)(C)C)C[C@@H]2C(=O)N1CCN(C(=O)C2CC2)CC1	-8.6	-6.5	4.3	6.5	-5.5	-3.5	10.8	-20.7	0.9	6.5	-2.8
CCN(CC(=O)Nc1ccc2c(c1)OCCO2)C(=O)/C=C/c1cccc(OC)c1OC	-15.2	-5.6	-38.9	-27.8	-26.3	-66.2	20.8	-60.0	-23.4	-45.7	-11.5
CC(C)Oc1cc(F)ccc1-c1cc(C(=O)Nc2ccccc2)[nH]n1	/	0.5	-37.5	-6.2	-32.0	-21.9	-26.8	2.1	-20.6	-28.9	10.7
Cc1coc2c1c(C)cc1oc(=O)c(CC(=O)N[C@H](C(=O)O)C(C)C)c(C)c12	4.1	-17.6	-12.7	-5.8	9.2	-18.2	-29.7	0.0	-5.6	-13.3	0.1
CCNC(=O)C1CCCN(C(=O)c2ccc(N(C)C)cc2)CC1 (stereo not given)	/	-7.8	-6.8	-18.6	23.4	14.3	-19.0	16.2	-2.9	15.5	-4.8
CC1(C)C2CCC1(C)C(NC1=NCCC1)C2 (stereo not given)	10.0	5.8	7.2	6.0	-2.8	-19.9	13.8	-9.0	-27.6	10.8	0.5
CCOC(=O)c1ccccc1NC(=O)Cn1cnc2c1c(=O)n(C)c(=O)n2C	8.6	-7.5	5.5	-10.5	6.6	-10.1	9.6	5.8	8.5	6.1	0.4
O=C(c1ccc2c(c1)OCO2)N1CCN=C1SCc1cccnc1	9.3	-7.2	-38.7	-0.3	0.2	-2.5	17.6	14.0	-13.0	2.0	-1.7
COc1ccc(Cc2c(-c3ccc(Cl)cc3)nc3cc(C)c(Br)c(C)n23)c(C)c1	/	2.5	/	-15.5	-3.7	/	/	/	-24.1	-39.9	/
CCOC(=O)c1ccccc1NC(=O)C1CC(=O)N(C2CCCC2)C1 (stereo not given)	1.0	1.9	-16.0	7.1	0.3	-6.4	11.2	-5.9	9.9	-10.4	-19.9
Cc1cccc2cc(C#N)c(NCCCNS(=O)(=O)c3ccc(Cl)cc3)nc12	10.9	-0.1	17.8	17.8	24.1	22.6	-1.8	17.4	25.3	14.7	2.1
COc1ccc(NC(=O)c2cnc(SC)n2-c2ccc(F)cc2)c(OC)c1	5.3	-11.9	-13.4	-21.0	5.5	4.8	-14.4	10.3	6.3	-0.1	-1.3
O=C(Cc1ccccc1)Nc1cccc(-c2nnc(-c3ccco3)o2)c1	9.5	-6.8	3.5	6.8	-1.5	-30.4	-21.1	14.7	10.1	-31.4	7.4

This is a subset; count on the stated rates, not on these rows.
